GLP-1R agonist: agonists of human GLP-1 receptor | P43220 | Potency, µM (doses to about 45.6 µM), inactives show at the highest dose activation, actives largely listed as activators | 380,000 tested, 0.007% active | HEK293 GLP-1R CRE-luciferase, luminescence, 4-6 h; cells express a hypersensitive GLP-1R form; note: potency is the fitted concentration of half-maximal effect; % of control where 0% means no effect
GLP1R inv ag: inverse agonists of human GLP-1 receptor. 410,000 tested, 1.6% active. Potency, µM (highest dose often 38.3 µM), for the others: at the highest dose activity change, negative = inhibition, hits mostly inhibitors. HEK293 GLP-1R CRE-luciferase, luminescence, 24 h; GLP-1R form is constitutively active; note: potency is the fitted concentration of half-maximal effect; % is set by controls: 0 for no effect and ±100 for the full control effect; nearly all actives have a fitted effect of over 55% in size
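Assay principle: reduced luminescence from a cAMP-responsive reporter in HEK293 cells co-expressing a constitutively active GLP-1R. Conditions: 24 hr compound incubation, 37 deg C, 5% CO2.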
PLK1 PBD inh: PLK1 (human) polo-box domain binding inhibition; Plk1 PBD binding of FITC phosphopeptide, fluorescence polarization; Potency, µM, for inactives: max response, negative = inhibition, most hits filed as inhibitors; 360,000 tested, 2.8% active; AID 720504; note: potency is the fitted concentration of half-maximal effect; series mostly up to about 57 µM; % is set by controls: 0 for no effect and ±100 for the full control effect; nearly all actives have a fitted effect of over 65% in size
EPAC1 antag: EPAC1 (human) antagonism. O95398. EPAC1 GEF assay, Rap1b-BODIPY-GDP exchange fluorescence. Potency, µM (series often up to 115 µM), for the others: top-dose activity change, negative = inhibition, actives largely listed as inhibitors. 360,000 tested, 0.14% active. AID 720709;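 note: potency is the fitted concentration of half-maximal effect; plate controls were vehicle for no effect and positive control for full effect; nearly all actives have a fitted effect of over 50% in size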
IL2 activator: activators of IL-2; IL-2 activation reporter assay, cell-based qHTS; stimulated with anti-CD3/CD4/CD28 beads; in transgenic mouse T cells; activation, % (series mostly up to about 46 µM); 360,000 tested, 0.065% active; AID 652025; in the data active = activation above about 50%; inconclusive = mostly about 30% to 49%; note: 0% is about no effect
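Using fluorescent plate cytometry, EGFP and DsRed are detected in transgenic mouse T cells stimulated 18 h at 37 degrees C with antibody-coated beads after 60 min compound pretreatment.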
PTHR1 agonist: agonists of human PTHR1 parathyroid hormone receptor; Potency, µM (highest dose often 115 µM), inactives show at the top dose activation, actives largely listed as activators; 410,000 tested, 0.075% active; HEK293 GP2 PTHR1 cells, GloSensor cAMP luminescence, 1 h; AID 743266; note: potency is the fitted concentration of half-maximal effect; nearly all actives have a fitted effect of over 55% in size; some results filed as inactive show a strong effect at the top dose; inactives centre near -15; many of its hits are not listed in these tables
Target sequence (Q03431 whole entry, looked up): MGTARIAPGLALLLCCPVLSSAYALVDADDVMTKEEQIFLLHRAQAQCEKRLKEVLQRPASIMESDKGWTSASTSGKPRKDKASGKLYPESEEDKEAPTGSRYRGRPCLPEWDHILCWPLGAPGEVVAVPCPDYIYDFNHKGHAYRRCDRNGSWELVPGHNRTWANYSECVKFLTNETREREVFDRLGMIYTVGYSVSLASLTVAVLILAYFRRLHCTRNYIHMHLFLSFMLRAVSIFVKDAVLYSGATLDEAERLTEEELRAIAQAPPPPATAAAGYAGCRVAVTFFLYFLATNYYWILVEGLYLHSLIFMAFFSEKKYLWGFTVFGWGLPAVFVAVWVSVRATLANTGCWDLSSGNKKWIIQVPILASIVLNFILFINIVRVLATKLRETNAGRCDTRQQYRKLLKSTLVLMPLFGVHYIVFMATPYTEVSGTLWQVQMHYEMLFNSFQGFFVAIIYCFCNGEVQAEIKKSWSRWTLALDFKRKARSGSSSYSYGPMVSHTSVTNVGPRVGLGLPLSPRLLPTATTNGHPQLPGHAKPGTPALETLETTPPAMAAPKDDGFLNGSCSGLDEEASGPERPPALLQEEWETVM
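HEK-293-derived GP2 cells expressing PTHR1 and a GloSensor cAMP reporter, 3,000/well, plated overnight, given luciferin plus IBMX (each 0.5 mM as added) for 1 h at 37 °C, then compound for 1 h at 37 °C. Luminescence was read after 15 min at room temperature.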
PI5P4Ka inh: inhibitors of human PI5P4K alpha | 330,000 tested, 1.2% active | PI5P4Kalpha enzyme, ADP-Glo luminescence, 60 min; active compounds read low | max response, %; active = max response of -50% or lower; inconclusive = between -30% and -50%; inactive = -30% or higher; note: value at the top dose of about 77 µM; % is set by controls: 0 for no effect and ±100 for the full control effect
Target sequence (P48426 whole entry, looked up): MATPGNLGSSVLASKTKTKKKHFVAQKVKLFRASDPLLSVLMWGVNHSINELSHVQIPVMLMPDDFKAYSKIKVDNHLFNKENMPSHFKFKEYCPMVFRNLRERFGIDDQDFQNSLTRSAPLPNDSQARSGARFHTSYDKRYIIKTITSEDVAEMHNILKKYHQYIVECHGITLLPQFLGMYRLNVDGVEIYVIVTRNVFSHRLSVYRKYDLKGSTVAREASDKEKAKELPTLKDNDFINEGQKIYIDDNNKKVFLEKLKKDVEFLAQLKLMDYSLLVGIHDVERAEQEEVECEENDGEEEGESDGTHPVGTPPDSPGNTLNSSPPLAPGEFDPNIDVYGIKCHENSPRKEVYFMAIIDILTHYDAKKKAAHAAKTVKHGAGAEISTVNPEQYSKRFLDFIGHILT
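Controls without substrate or without enzyme flank wells where PI5P4Kalpha converts substrate using 5 microM ATP (final). Incubation lasts 60 minutes at room temperature; ADP formed is read by ADP-Glo luminescence.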
GLP1R cytotox: cytotoxicity in counter-screen for GLP-1R inverse agonists; Potency, µM (doses to about 38.3 µM), without a hit: at the top dose activity change, negative = inhibition, usual class: inhibitors; HEK293 cAMP-luciferase reporter cells, luminescence, 24 h; 410,000 tested, 0.13% active; AID 624418;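 note: loss of luciferase light is scored as toxicity; potency is the fitted concentration of half-maximal effect; % is set by controls: 0 for no effect and ±100 for the full control effect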
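Compound-treated cells are incubated 24 hr at 37 deg C under 5% CO2 after a 12 hour attachment period, then luciferase detection reagent is added and luminescence is measured following 12 min at room temperature; lowered signal indicates toxicity.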
EPAC1 ag: EPAC1 (human) agonism; EPAC1 agonist qHTS, biochemical assay; response scale: 100% = response to 6.5 mM cAMP; Potency, µM (doses to about 154 µM), for inactives: at the highest dose activation, hits mostly activators; 360,000 tested, 0.073% active; AID 720707; note: potency is the fitted concentration of half-maximal effect; nearly all actives have a fitted effect of over 60% in size
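Read-out is the fluorescence drop as BODIPY-GDP leaves Rap1B (480 nm excitation, 540 nm emission), recorded every 5 minutes over 30 minutes. Reactions held 100 nM EPAC1, 250 nM Rap1B–BODIPY-GDP and 50 uM GDP, with 6.5 mM cAMP setting full activation.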
* hit, by the source's call; [ ] = another dose, or the depositor's remark. Unless noted, calls come from the whole dose curve; as a rule, active = well fitted curve in the direction sought with a large enough effect; inconclusive = small, poorly fitted or top-dose-only effect, or another doubt; inactive = no such curve, though single readings can be large; an effect the other way counts as inactive or inconclusive.

`O=P(O)(O)C12CC3CC(CC(C3)C1)C2` gave GLP-1R agonist -6%, GLP1R inv ag 0%, PLK1 PBD inh 0%, EPAC1 antag 12%, IL2 activator 0.7, PTHR1 agonist inactive, GLP1R cytotox -17% and EPAC1 ag -2%.
COc1ccc([C@@H]2COc3c(ccc4c3C=CC(C)(C)O4)C2)c(OC)c1 was read as GLP-1R agonist 9%, GLP1R inv ag inconclusive, PLK1 PBD inh -5%, EPAC1 antag -10%, IL2 activator -0.3, PTHR1 agonist -21%, PI5P4Ka inh 20, GLP1R cytotox -15% and EPAC1 ag -4%.
For c1cnc2c(c1)ccc1ncccc12 the results were GLP-1R agonist -1%, GLP1R inv ag 10%, PLK1 PBD inh 2%, EPAC1 antag -11%, IL2 activator -2.5, PTHR1 agonist -3%, PI5P4Ka inh 3, GLP1R cytotox -16% and EPAC1 ag 4%.
`NC(=O)CSc1nc2cc(S(=O)(=O)N3CCOCC3)ccc2o1` gave GLP-1R agonist 15%, GLP1R inv ag 7%, PLK1 PBD inh 12µM*, EPAC1 antag 14%, IL2 activator -0.4, PTHR1 agonist -6%, PI5P4Ka inh 0, GLP1R cytotox -1% and EPAC1 ag 11%.
For Cc1ccc(N=Nc2c(O)[nH]c(=O)[nH]c2=O)c([N+](=O)[O-])c1 the results were GLP-1R agonist 2%, GLP1R inv ag 6%, PLK1 PBD inh -10%, EPAC1 antag 11%, IL2 activator -0.7, PTHR1 agonist inactive, PI5P4Ka inh -1, GLP1R cytotox -34% and EPAC1 ag -3%.
CC1CCN(C(=O)c2ccc(N3CC4CC(C3)c3cccc(=O)n3C4)c([N+](=O)[O-])c2)CC1 (stereo not given) was read as GLP-1R agonist 1%, GLP1R inv ag 13%, PLK1 PBD inh -5%, EPAC1 antag 6%, IL2 activator -0.8, PTHR1 agonist inactive, PI5P4Ka inh -4, GLP1R cytotox -20% and EPAC1 ag 0%.
For CCN(Cc1ccccc1)C(=O)Cn1c(=O)oc2ccccc21 the results were GLP-1R agonist 3%, GLP1R inv ag -5%, PLK1 PBD inh -11%, EPAC1 antag inconclusive, IL2 activator 1.2, PTHR1 agonist 9%, PI5P4Ka inh 3, GLP1R cytotox 4% and EPAC1 ag 5%.
Screening CC1(C)CC(=O)C2=C(C1)OC(N)=C([N+](=O)[O-])C2c1ccc(C#N)s1 (stereo not given) returned GLP-1R agonist 7%, GLP1R inv ag 22%, PLK1 PBD inh inconclusive, EPAC1 antag inconclusive, IL2 activator -5.4, PTHR1 agonist -5%, PI5P4Ka inh -30, GLP1R cytotox -17% and EPAC1 ag 5%.
For CC1CCCCC1NC(=O)CNC(=S)N1CC2CC(C1)c1cccc(=O)n1C2 (stereo not given) the results were GLP-1R agonist -2%, GLP1R inv ag 13%, PLK1 PBD inh -19%, EPAC1 antag -18%, IL2 activator -0.2, PTHR1 agonist -12%, PI5P4Ka inh 6, GLP1R cytotox -12% and EPAC1 ag 6%.
COc1ccc(CN2Cc3cc(-c4ccc(OC)cc4)ccc3-n3nncc3C2)cc1 was read as GLP-1R agonist 19%, GLP1R inv ag 24%, PLK1 PBD inh 3%, EPAC1 antag 3%, IL2 activator -0.7, PTHR1 agonist -17%, PI5P4Ka inh 0, GLP1R cytotox 0% and EPAC1 ag -7%.
Screening COC(=O)c1ccc(NC2=C(Cl)C(=O)OC2OC(=O)c2ccccc2)cc1 (stereo not given) returned GLP-1R agonist -3%, GLP1R inv ag 36%[activator], PLK1 PBD inh -8%, EPAC1 antag 9%, IL2 activator -4.3, PTHR1 agonist inactive, PI5P4Ka inh -2, GLP1R cytotox 5% and EPAC1 ag -5%.
Screening CCC(=NCCN1CCOCC1)c1c(O)n(C2CCCCC2)c(=O)[nH]c1=O returned GLP-1R agonist 4%, GLP1R inv ag 16%, PLK1 PBD inh -9%, EPAC1 antag -7%, IL2 activator -1.1, PTHR1 agonist -1%, PI5P4Ka inh -9, GLP1R cytotox -4% and EPAC1 ag -6%.
For Cc1ccc(C(=O)/C=C/c2ccccc2[N+](=O)[O-])cc1 the results were GLP-1R agonist -5%, GLP1R inv ag inconclusive, PLK1 PBD inh 27µM*, EPAC1 antag inconclusive, IL2 activator -5.5, PTHR1 agonist -45%, PI5P4Ka inh 2, GLP1R cytotox inconclusive and EPAC1 ag 5%.
For Cc1ccc(C2C(=O)NC(=O)NC2=O)cc1 the results were GLP-1R agonist -4%, GLP1R inv ag 10%, PLK1 PBD inh -10%, EPAC1 antag 16%, IL2 activator -3.0, PTHR1 agonist -9%, PI5P4Ka inh -4, GLP1R cytotox inconclusive and EPAC1 ag -8%.
COc1cc(/C=C2\SC(=S)N(NC(=O)c3cccc(O)c3)C2=O)ccc1O was read as GLP-1R agonist 15%, GLP1R inv ag 4%, PLK1 PBD inh 26%, EPAC1 antag inconclusive, IL2 activator 0.6, PTHR1 agonist inactive, PI5P4Ka inh -20, GLP1R cytotox inconclusive and EPAC1 ag -1%.
Screening NC1CCc2cc(O)c(O)cc2C1 (stereo not given) returned GLP-1R agonist 14%, GLP1R inv ag 10%, PLK1 PBD inh 1%, EPAC1 antag -12%, IL2 activator -0.5, PTHR1 agonist -17%, PI5P4Ka inh -24, GLP1R cytotox -28% and EPAC1 ag -13%.
For Cc1nn(Cc2ccccc2Cl)c(C)c1C(=O)OCC(=O)N1CC(C)OC(C)C1 (stereo not given) the results were GLP-1R agonist 4%, GLP1R inv ag -8%, PLK1 PBD inh 3%, EPAC1 antag -9%, IL2 activator 0.0, PTHR1 agonist -15%, PI5P4Ka inh -6, GLP1R cytotox 0% and EPAC1 ag 0%.
Screening CN(C(=O)c1ccc(Cl)nc1)C1(c2ccccc2Cl)CCCCC1=O (stereo not given) returned GLP-1R agonist 6%, GLP1R inv ag 12%, PLK1 PBD inh 8%, EPAC1 antag -10%, IL2 activator -0.2, PTHR1 agonist -6%, PI5P4Ka inh -1, GLP1R cytotox 0% and EPAC1 ag 2%.
Screening C/C=C1/CC(C)C(C)(O)C(=O)OCC2CCN3CCC(OC1=O)C23 (stereo not given) returned GLP-1R agonist -2%, GLP1R inv ag -15%, PLK1 PBD inh -7%, EPAC1 antag 16%, IL2 activator -2.0, PTHR1 agonist inactive, PI5P4Ka inh -10, GLP1R cytotox 5% and EPAC1 ag 0%.
COc1ccccc1N1C(=O)NC(=O)/C(=C/c2ccc3c(c2)Cc2ccccc2-3)C1=O was read as GLP-1R agonist 5%, GLP1R inv ag 26%, PLK1 PBD inh 5.3µM*, EPAC1 antag -11%, IL2 activator -3.6, PTHR1 agonist -40%[inhibitor], PI5P4Ka inh inconclusive, GLP1R cytotox -4% and EPAC1 ag -8%.

Random excerpt: three records from the list
For c1cnc2c(c1)ccc1ncccc12 the results were GLP-1R agonist -1%, GLP1R inv ag 10%, PLK1 PBD inh 2%, EPAC1 antag -11%, IL2 activator -2.5, PTHR1 agonist -3%, PI5P4Ka inh 3, GLP1R cytotox -16% and EPAC1 ag 4%.
Screening NC1CCc2cc(O)c(O)cc2C1 (stereo not given) returned GLP-1R agonist 14%, GLP1R inv ag 10%, PLK1 PBD inh 1%, EPAC1 antag -12%, IL2 activator -0.5, PTHR1 agonist -17%, PI5P4Ka inh -24, GLP1R cytotox -28% and EPAC1 ag -13%.
For Cc1ccc(C(=O)/C=C/c2ccccc2[N+](=O)[O-])cc1 the results were GLP-1R agonist -5%, GLP1R inv ag inconclusive, PLK1 PBD inh 27µM*, EPAC1 antag inconclusive, IL2 activator -5.5, PTHR1 agonist -45%, PI5P4Ka inh 2, GLP1R cytotox inconclusive and EPAC1 ag 5%.

More structures
Screening CCOC(=O)c1c(C)c(C(=O)N2CCC3(CC2)OCCO3)c(C)n1CC returned GLP-1R agonist 6%, GLP1R inv ag 3%, PLK1 PBD inh -8%, EPAC1 antag -3%, IL2 activator 0.7, PTHR1 agonist -27%[57.5 µM], GLP1R cytotox -8% and EPAC1 ag 6%.
For COc1ccccc1OCC(=O)N1CCCC(N(C)Cc2ccccc2)C1 (stereo not given) the results were GLP-1R agonist -4%, GLP1R inv ag -21%, PLK1 PBD inh -8%, EPAC1 antag 3%, IL2 activator 3.1, PTHR1 agonist inactive, PI5P4Ka inh -1, GLP1R cytotox 0% and EPAC1 ag -2%.
For Cc1ccc(NC(=O)c2snnc2C)cc1Cl the results were GLP-1R agonist 25%, GLP1R inv ag 7%, PLK1 PBD inh -9%, EPAC1 antag -3%, IL2 activator -0.1, PTHR1 agonist -12%, PI5P4Ka inh 4, GLP1R cytotox -14% and EPAC1 ag 9%.
O=[N+]([O-])c1cnc2ccc3ccccc3c2c1 was read as GLP-1R agonist 8%, GLP1R inv ag 6%, PLK1 PBD inh -8%, EPAC1 antag 2%, IL2 activator 2.1, PTHR1 agonist -9%, PI5P4Ka inh -14, GLP1R cytotox 20% and EPAC1 ag 3%.
O=C(O)c1cc2ccccc2oc1=O was read as GLP-1R agonist 24%, GLP1R inv ag 7%, PLK1 PBD inh 4%, EPAC1 antag -5%, IL2 activator -3.9, PTHR1 agonist -24%, PI5P4Ka inh -2, GLP1R cytotox 4% and EPAC1 ag 0%.
`O=C(N/N=C(\c1ccccc1)c1ccccn1)c1cccc([N+](=O)[O-])c1` gave GLP-1R agonist 0%, GLP1R inv ag inconclusive, PLK1 PBD inh 2%, EPAC1 antag -13%, IL2 activator -3.4, PTHR1 agonist -1%, PI5P4Ka inh 1, GLP1R cytotox inconclusive and EPAC1 ag -1%.
`COC1=CC(=O)c2ccccc2C1=O` gave GLP-1R agonist -9%, GLP1R inv ag inconclusive, PLK1 PBD inh -19%, EPAC1 antag -22%, IL2 activator -0.3, PTHR1 agonist -49%[inhibitor], PI5P4Ka inh 4, GLP1R cytotox inconclusive and EPAC1 ag -12%.

From PubChem

The list is partial; count on the stated rates, not on these rows.
